# Cycloheximide cs: counter-screen for Shiga toxin inhibitors: cycloheximide protein synthesis inhibition; cell reporter, cycloheximide protein synthesis inhibition counterscreen; max response, %; 300,000 compounds, 12% hits; AID 2314; in the data active means max response mostly above about 13%, no sharp cut-off; inactive means mostly below about 14%; further: read at 38.3 µM for the half of the compounds with a filed dose; 0% is about no effect
# TbPYK inhibitor: T. brucei pyruvate kinase inhibition; Potency, µM (top dose mostly 76.8 µM), for inactives: top-dose activity, negative = inhibition, usual class: inhibitors; TbPYK enzyme, Kinase-Glo Plus ATP luminescence, 45 min; 410,000 compounds, 0.12% hits; AID 624173; further: potency means the concentration at half of the fitted maximal effect; on the % scale 0 is the no-effect control and ±100 the full control effect; nearly all actives have a fitted effect of over 50% in size
#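 Glycolytic pyruvate kinase of T. brucei was incubated with substrate, test compound and 130 uM ADP for 45 minutes at room temperature. Luminescent Kinase-Glo Plus signal was measured after 10 minutes.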
# AMA1-RON2 inh: AMA1-RON2 (P. falciparum) interaction inhibition | AlphaScreen AMA1-biotinylated RON2 peptide binding | Potency, µM (titrated, usually from 58.2 µM), for inactives: top-dose activity change, negative = inhibition, most hits filed as inhibitors | 360,000 compounds, 0.2% hits;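 further: potency means the concentration at half of the fitted maximal effect; 0% = vehicle wells and -100% = peptide control; nearly all actives have a fitted effect of over 45% in size; some results filed as inactive show a strong effect at the top dose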
#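 AMA1 (3D7) with his tag at 25 nM final met compounds first, then biotinylated RON2 peptide at 25 nM; detection used donor plus acceptor beads, 10 µg/mL apiece, read by AlphaScreen after 30 min at room temperature.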
# Pf growth 48h: inhibits P. falciparum growth in the first generation, 48 h. P. falciparum luciferase growth in erythrocytes, 48 h. Potency, µM (titrated, usually from 28.7 µM), inactives show at the highest dose activity change, negative = inhibition, hits mostly inhibitors. 310,000 compounds, 5.9% hits. AID 504832; further: potency means the concentration at half of the fitted maximal effect; on the % scale 0 is the no-effect control and ±100 the full control effect
#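 Luciferase-expressing parasites in RBCs, 2% Hct / 0.1% parasitemia final; RPMI 1640 + 0.5% Albumax; 37 C, 5% CO2, one generation; luminescence read-out, lower signal = inhibition.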
# Pf growth 96h: P. falciparum growth inhibition at 96 hours | P. falciparum luciferase reporter growth, 96 h | Potency, µM (doses to about 28.7 µM), for the others: at the highest dose activity change, negative = inhibition, hits mostly inhibitors | 320,000 compounds, 6.9% hits | AID 504834; further: potency means the concentration at half of the fitted maximal effect; on the % scale 0 is the no-effect control and ±100 the full control effect
#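 Readout is luminescence from an integrated firefly luciferase in P. falciparum. Red cells, 2% hematocrit and 0.05% parasitemia final, were cultured with compound through two parasite generations (96 hours) at 37 C, 5% CO2.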
# Shiga toxin inh: inhibitors of Shiga toxin in Vero cells. Vero cells, Shiga toxin protein synthesis inhibition reporter. inhibition, % at 38.7 µM. 290,000 compounds, 9.2% hits. AID 2315; in the data active means inhibition mostly above about 28%, no sharp cut-off; inactive means mostly below about 43%; further: 0% is about no effect
# LmPK inhibitor: inhibitors of Leishmania mexicana pyruvate kinase; purified LmPK, Kinase-Glo ATP luminescence, 1 h; Potency, µM (doses to about 57.5 µM), inactives show at the highest dose activity change, negative = inhibition, most hits filed as inhibitors; 290,000 compounds, 0.37% hits; AID 1721; further: potency means the concentration at half of the fitted maximal effect; on the % scale 0 is the no-effect control and ±100 the full control effect
# Target sequence (Q27686 whole entry, looked up): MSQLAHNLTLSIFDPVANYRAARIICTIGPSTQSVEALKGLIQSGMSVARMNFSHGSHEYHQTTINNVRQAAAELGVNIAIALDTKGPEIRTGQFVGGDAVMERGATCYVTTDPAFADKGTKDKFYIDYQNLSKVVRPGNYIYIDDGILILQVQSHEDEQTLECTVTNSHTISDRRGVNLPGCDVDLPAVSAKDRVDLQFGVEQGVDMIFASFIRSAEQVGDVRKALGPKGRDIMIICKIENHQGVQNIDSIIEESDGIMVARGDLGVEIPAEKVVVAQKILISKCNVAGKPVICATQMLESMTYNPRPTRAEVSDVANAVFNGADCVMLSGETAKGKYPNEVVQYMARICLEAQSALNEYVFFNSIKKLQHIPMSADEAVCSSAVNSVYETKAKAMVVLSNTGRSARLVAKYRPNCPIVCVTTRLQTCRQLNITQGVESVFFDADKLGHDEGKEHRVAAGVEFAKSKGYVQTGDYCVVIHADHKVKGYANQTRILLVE
#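 Kinase-Glo luminescence read after 1 h RT reaction of 0.1 nM LmPK with 0.5 mM PEP and 0.1 mM ADP. Activity scaled between uninhibited and enzyme-free controls.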
# Active calls of the source: *; i = inactive; ? = inconclusive; / = not tested or not shown; & = joins results of further samples; [ ] = remark or other dose. Unless noted, the call rests on the fitted dose curve; in most records, active means well fitted curve in the direction sought with a large enough effect; inconclusive means small, poorly fitted or top-dose-only effect, or another doubt; inactive means no such curve, though single readings can be large; an effect the other way counts as inactive or inconclusive. Rows are unselected; about 21% have a hit in one of these screens.
SMILES,Cycloheximide cs,TbPYK inhibitor,AMA1-RON2 inh,Pf growth 48h,Pf growth 96h,Shiga toxin inh,LmPK inhibitor
Cc1ccc(C2=NN(CCC(=O)NCCC(C)C)C(=O)CC2)cc1,-3,/,/,52%[activator],4%,-6,0%
COc1ccccc1CN1CC(C(=O)NCc2cnn(C)c2)CCC1=O (centres undefined),0,-12%,18%,10%,6.6µM*,-28,-8%
COc1ccc(-c2nn3c(-c4ccc(F)cc4)nnc3s2)cc1,17,6%,13%,?,?,15,-3%
Cc1ccc2nc(SCc3nc4cc(Cl)ccc4c(=O)[nH]3)[nH]c2c1,-2,-1%,-12%,?,4%,-7,-2%
Cc1ccc(S(=O)(=O)CC(C)N2CCN(C3CCCCC3)CC2)cc1 (centres undefined),-4,-3%,5%,-3%,-12%,9,-2%
CCC(C)(C)NC(=O)C(c1cccc(OC)c1OC)N(Cc1ccc(OC)cc1)C(=O)CCC(=O)Nc1cc(C)on1 (centres undefined),-2,-4%,-1%,8.3µM*,9%,-5,3%
CCCCc1ccc(NC(=O)CSc2nc(=O)n(CCN(CC)CC)c3c2CCC3)cc1,/,-1%,-3%,?,?,/,/
COc1cc(NC(=O)c2csc(N)n2)cc(C(=O)Nc2cccc(C(F)(F)F)c2)c1,7,1%&-3%,31%&47%[activator],12µM*,?,21,-4%
COc1cccc(N/C(C)=C/C(=O)c2ccc(Br)cc2)c1,21,0%,15%,191%[activator],-22%,32,-1%
Cc1nnsc1C(=O)NNS(=O)(=O)c1ccccc1,-6,5%,-9%,-6%,18%,15,5%
O=C(CSCc1ccc(Br)cc1)N1CCOCC1,31*,2%,-2%,18%,20%,64*,-5%
CCc1[nH]nc(C(=O)NC2CCCc3c2cnn3-c2cc(C)cc(C)c2)c1C (centres undefined),27*,11%,23%,75%[activator],?,55*,-6%
COc1ccc(OCCC(=O)OCC(=O)c2ccc[nH]2)cc1,17,1%,8%,11%,?,-8,11%
CCc1c(C(=O)N/N=C/c2ccco2)nnn1-c1nonc1N,8,1%,27%,20%,-27%,33,-3%
CCN(CC)S(=O)(=O)c1cc(NC(=O)C(C)Nc2ccccc2N2CCOCC2)ccc1C (centres undefined),4,-4%,32%[activator],?,7.4µM*,36,6%
COCCCN1C(=O)C(=O)/C(=C(/O)c2ccccc2)C1c1ccc(N(C)C)cc1 (centres undefined),-3,-5%,3%,20%,?,-4,-1%
CN(C(=O)COC(=O)c1ccc2ccccc2n1)C1CCS(=O)(=O)C1 (centres undefined),1,5%,8%,6%,30%,-8,0%
COCCNC(=O)c1c(NC(=O)c2ccc(Br)o2)n(Cc2ccccc2)c2nc3ccccc3nc12,-2,-17%,12%,13µM*,?,2,3%
COc1ccc(CN(C)CC2CCCN(CCc3ccc(F)cc3)C2)c(OC)c1OC (centres undefined),1,0%,2%,?,16%,-8,-11%
Cn1c(=O)c2c(nc(Oc3ccc(-c4ccccc4)cc3)n2C)n(C)c1=O,-1,1%,-3%,11%,6%,-3,1%
COc1ccccc1NC(=O)c1ccccc1S(=O)(=O)c1ccccc1[N+](=O)[O-],3,-13%,36%[activator],31%[activator][5.75 µM],13%,-5,4%
COc1ccc2cc(C(=O)C3CCCN(C(=O)Cc4c(C)noc4C)C3)ccc2c1 (centres undefined),8,3%,4%,?,?,4,3%
COC(=O)Cc1c(C)c2ccc(OCC(=O)NC3CCS(=O)(=O)C3)cc2oc1=O (centres undefined),-1,-1%,-4%,14%,1%,-3,-3%
Cc1cccc(NC(=O)C(Cc2ccccc2)c2nn[nH]n2)c1C (centres undefined),6,9%,-6%,?,8.3µM*,/,5%
CCc1ccc(N2CN(Cc3cccnc3)CNC2=S)cc1,-1,7%,3%,14%,-1%,-7,-4%
SMILES,Cycloheximide cs,TbPYK inhibitor,AMA1-RON2 inh,Pf growth 48h,Pf growth 96h,Shiga toxin inh,LmPK inhibitor
O=C(Nc1cccc(F)c1)C1CCCN(C(=O)c2ccc(Cl)cc2)C1 (centres undefined),/,-6%,-5%,?,?,/,/
CC1CCCCC1NC(=O)/C=C/c1nc2ccccc2s1 (centres undefined),30*,-5%,-8%,4%,?,76,1%
COc1ccc(C(=O)N2CCOC2CNC(=O)C(=O)NCc2ccc(Cl)cc2)cc1 (centres undefined),-2,2%,-9%,0%,16%,11,1%
O=C(Nc1cccn2ncnc12)c1ccccc1,8,-3%,16%,44%[activator],23%,26,-13%
CCOC(=O)c1cnc2c(C)cccc2c1NCCCN1CCOCC1,7,-4%,6%,?,?,-5,9%
Cc1c(C)[n+](=O)c(-c2ccc(Br)cc2)c(C)n1[O-],0,0%,-7%,64%[activator],2%,-2,0%
Cc1nn(C(=O)c2cccnc2)c(C)c1Sc1ccc(Br)cc1,-3,2%,8%,17%,23%,9,10%
CC(C)(C)c1cc(CN2CCCCC2)cc(C(C)(C)C)c1O,-2,/,/,-10%,/,-11,-1%
Cc1ccc2[nH]c(C(=O)N3CCN(C(c4ccccc4)c4ccccc4)CC3)cc2c1,-2,-2%,-15%,2.6µM*,?,-19,-3%
CC(NC(=O)c1ccco1)C(=O)Nc1nc(-c2ccccn2)cs1 (centres undefined),-3,0%,0%,?,?,-14,0%
N#CCCn1c(SCC(=O)NCc2ccco2)nc2ccccc21,-5,-2%,-9%,/,-1%,-1,1%
CCOC(=O)c1[nH]c(=O)[nH]c1CN(Cc1ccco1)Cc1[nH]c(=O)[nH]c1C(=O)OCC,1,2%,92%[activator],20%,21%,-1,11%
O=C(CSc1nnc2scc(-c3ccccc3)n12)NCC1CCCO1 (centres undefined),-3,4%,1%,1%,?,-2,0%
COc1ccc(CCn2c(O)c(C=Nc3ccc(NC(C)=O)cc3)c(=O)[nH]c2=O)cc1OC,0,30%,8%,12%,19%,-9,0%
O=C(COc1ccc(-c2ccccc2)cc1)NN=C1CCCC1,-1,4%,28%,4%[5.75 µM],-26%,-1,-1%
Cc1ccccc1C(=O)Nc1nc2c(C)csc2c(=O)s1,-2,-3%,9%,25%,0%,-13,3%
OCC(Cc1ccccc1)NCc1ccccc1C(F)(F)F (centres undefined),-2,7%,-1%,-6%,33%[activator],-1,0%
Cc1cc(CNC(=O)CCc2nnc(CCCCc3ccccc3)o2)nn1C,-2,1%,1%,7%,20%,-17,-3%
COc1cc([N+](=O)[O-])c(OC)cc1SCc1n[nH]c(=S)n1-c1ccc(F)cc1,-3,?,10%,-27%,1.7µM*,2,?
CC(C)N(CCNC(=O)C1CCCN(c2ncnc3c2nc2n3CCCCC2)C1)Cc1ccccc1 (centres undefined),-2,4%,4%,?,-16%,-11,0%
C[C@@H](NC(=O)c1[nH]cnc1C(=O)Nc1nccs1)c1ccccc1,/,-4%,85%[activator],?,?,/,/
CCOC(=O)C1=C(C)N(C)C(C)=C(C(=O)OCC)C1c1ccccc1,-2,1%,-4%,5.2µM*,?,-13,0%
O=S(=O)(NCCc1ccccn1)c1ccc(F)c(F)c1,-2,4%,14%,13%,5.2µM*,-7,-1%
CC(C)c1nc2ccc(NC(=O)C3CCCCC3)cc2[nH]1,6,-10%,4%,6%,-6%,19,0%
Cc1ccccc1OCC(=O)N/N=C/c1ccc2c(c1)OCCO2,31*,-2%,-3%,-1%,2.6µM*,19,-2%

# Single entries from above:
# Reading for COc1ccc(CCn2c(O)c(C=Nc3ccc(NC(C)=O)cc3)c(=O)[nH]c2=O)cc1OC under Cycloheximide cs: 0
# Reading for C[C@@H](NC(=O)c1[nH]cnc1C(=O)Nc1nccs1)c1ccccc1 under AMA1-RON2 inh: 85%[activator]

# Returning to the listing; the 6 compounds before the break are reprinted first.
SMILES,Cycloheximide cs,TbPYK inhibitor,AMA1-RON2 inh,Pf growth 48h,Pf growth 96h,Shiga toxin inh,LmPK inhibitor
CC(C)N(CCNC(=O)C1CCCN(c2ncnc3c2nc2n3CCCCC2)C1)Cc1ccccc1 (centres undefined),-2,4%,4%,?,-16%,-11,0%
C[C@@H](NC(=O)c1[nH]cnc1C(=O)Nc1nccs1)c1ccccc1,/,-4%,85%[activator],?,?,/,/
CCOC(=O)C1=C(C)N(C)C(C)=C(C(=O)OCC)C1c1ccccc1,-2,1%,-4%,5.2µM*,?,-13,0%
O=S(=O)(NCCc1ccccn1)c1ccc(F)c(F)c1,-2,4%,14%,13%,5.2µM*,-7,-1%
CC(C)c1nc2ccc(NC(=O)C3CCCCC3)cc2[nH]1,6,-10%,4%,6%,-6%,19,0%
Cc1ccccc1OCC(=O)N/N=C/c1ccc2c(c1)OCCO2,31*,-2%,-3%,-1%,2.6µM*,19,-2%
CCOC(=O)c1ccc(C(=O)OCC)c(NC(=S)Nc2ccc([N+](=O)[O-])cc2OC)c1,69*,-4%,32%[activator][11.6 µM],34%[activator],2.9µM*,67*,1%
CCN1CCN(c2ccc(N)cc2)CC1,-1,-3%,-11%,32%[activator],90%[activator],2,0%
COc1ccc(Cl)cc1NC(=O)CSc1nc(Nc2ccccc2)nc(N2CCOCC2)n1,-3,-1%,-4%,-2%,33%[activator],-11,0%
O=C(OCc1nc2ccccc2s1)c1ccc(Br)o1,28*,-5%,22%,50%[activator],9%,80*,3%
CC(=O)N1CCN(C(=O)c2cccc(NS(=O)(=O)c3ccc(Br)cc3)c2)CC1,/,2%,10%,?,25%,/,/
CCOC(=O)/C(N=Nc1c(C)n(C)n(-c2ccccc2)c1=O)=C(\C)O,-4,-5%,72%[activator],6%,10%,-15,2%
CN(c1ccccc1)S(=O)(=O)c1ccc(NC(=O)c2cccs2)cc1,2,-2%,1%,?,-6%,3,0%
Cc1nc2ccccc2c(=O)n1-c1cccc(NS(=O)(=O)c2ccccc2)c1,/,5%,-1%,?,0%,/,/
COc1nc(OC)nc(N2CCC(C(=O)NCc3cccs3)CC2)n1,-3,1%,19%,-22%,?,8,2%
O=C(N/N=C/c1ccccc1)c1ccc(NC(=O)c2ccc(F)cc2)cc1,49*,-8%,3%,?,-14%,58*,1%
CCCCCn1c(SCCc2ccccc2)nc2c1c(=O)[nH]c(=O)n2C,-2,-1%,1%,22%,-11%,25,0%
CCOc1cc(C2NC(=O)NC(c3ccccc3)=C2C(C)=O)ccc1OCC(N)=O (centres undefined),-4,4%,-11%,-11%,159%[activator],-19,-3%
O=[N+]([O-])c1ccc(OCc2cn([C@@H](CO)c3ccccc3)nn2)c(Br)c1,1,2%,0%,-8%,40%[activator],15,1%
CC(=O)c1sc(Nc2nc3ccc(F)cc3s2)nc1C,52*,0%,92%[activator],-9%,?,97*,0%
CN(C)C=NC(=O)c1cc(C(=O)c2ccc(C(C)(C)C)cc2)c[nH]1,44*,-21%,-2%,i,411%[activator],83*,8%
COC1c2ccccc2C(=O)N1Cc1ccc(F)cc1 (centres undefined),-1,-1%,11%,-1%,18%,1,0%
COc1ccc(S(=O)(=O)N2CCOCC2)cc1NC(=O)CO/N=C/c1ccccc1OC(F)F,-4,-2%,1%[2.32 µM],?,?,6,-1%
C=C(C)C(=O)Nc1ccc2c(c1)OCCOCCOCCO2,-3,0%,-2%,15%,-1%,-7,-1%
O=C(CSc1nc2ccccc2c(=O)n1Cc1ccc(F)cc1)NCc1cccs1,-2,-4%,40%[activator],-7%,2%,-6,1%
